# MEKK2 mut-MEK5: MEK5 binding signal on mutant MEKK2 PB1, primary screen, biochemical, multiplex bead flow cytometry, Alexa488-MEK5. Alexa488-MEK5 binding to MEKK2 mutant. percent response, % at 10 µM. 0.35% of 290,000 active. AID 1530, 2009; in the data active means percent response above about 24%, passing the limit was not always enough; further: inactives centre near 1; some results filed as inactive read as strong as hits; reference of the scale not given here
# UBC9 SUMO inh: inhibitors of in vitro SUMOylation cascade, primary screen, biochemical, HTRF, uHTS; AID 2006, 2009; 0.36% of 290,000 active; SUMO-conjugating enzyme UBC9 (Homo sapiens), P63279; HTRF SUMOylation assay, SAE1/SAE2 + UBC9; inhibition, % at 35 µM; in the data active means inhibition above about 50%, passing the limit was not always enough; further: strong numbers were not always called active
# p-CIP stab down: p/CIP-EGFP fusion destabilizers, primary screen, fluorescence, F442A cells | 16 h | decrease of EGFP signal, % at 10 µM | Q05BA5 | 0.01% of 290,000 active | AID 1984, 2009;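 active means EGFP signal decrease of at least 30% at 10 µM or well 3 SD below plate mean, unless failing retest; inactive means the rest, including hits failing retest or dose response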; further: some compounds called inactive have numbers as strong as hits; many of its hits are not listed in these tables
# Target sequence (Q05BA5 1-1403): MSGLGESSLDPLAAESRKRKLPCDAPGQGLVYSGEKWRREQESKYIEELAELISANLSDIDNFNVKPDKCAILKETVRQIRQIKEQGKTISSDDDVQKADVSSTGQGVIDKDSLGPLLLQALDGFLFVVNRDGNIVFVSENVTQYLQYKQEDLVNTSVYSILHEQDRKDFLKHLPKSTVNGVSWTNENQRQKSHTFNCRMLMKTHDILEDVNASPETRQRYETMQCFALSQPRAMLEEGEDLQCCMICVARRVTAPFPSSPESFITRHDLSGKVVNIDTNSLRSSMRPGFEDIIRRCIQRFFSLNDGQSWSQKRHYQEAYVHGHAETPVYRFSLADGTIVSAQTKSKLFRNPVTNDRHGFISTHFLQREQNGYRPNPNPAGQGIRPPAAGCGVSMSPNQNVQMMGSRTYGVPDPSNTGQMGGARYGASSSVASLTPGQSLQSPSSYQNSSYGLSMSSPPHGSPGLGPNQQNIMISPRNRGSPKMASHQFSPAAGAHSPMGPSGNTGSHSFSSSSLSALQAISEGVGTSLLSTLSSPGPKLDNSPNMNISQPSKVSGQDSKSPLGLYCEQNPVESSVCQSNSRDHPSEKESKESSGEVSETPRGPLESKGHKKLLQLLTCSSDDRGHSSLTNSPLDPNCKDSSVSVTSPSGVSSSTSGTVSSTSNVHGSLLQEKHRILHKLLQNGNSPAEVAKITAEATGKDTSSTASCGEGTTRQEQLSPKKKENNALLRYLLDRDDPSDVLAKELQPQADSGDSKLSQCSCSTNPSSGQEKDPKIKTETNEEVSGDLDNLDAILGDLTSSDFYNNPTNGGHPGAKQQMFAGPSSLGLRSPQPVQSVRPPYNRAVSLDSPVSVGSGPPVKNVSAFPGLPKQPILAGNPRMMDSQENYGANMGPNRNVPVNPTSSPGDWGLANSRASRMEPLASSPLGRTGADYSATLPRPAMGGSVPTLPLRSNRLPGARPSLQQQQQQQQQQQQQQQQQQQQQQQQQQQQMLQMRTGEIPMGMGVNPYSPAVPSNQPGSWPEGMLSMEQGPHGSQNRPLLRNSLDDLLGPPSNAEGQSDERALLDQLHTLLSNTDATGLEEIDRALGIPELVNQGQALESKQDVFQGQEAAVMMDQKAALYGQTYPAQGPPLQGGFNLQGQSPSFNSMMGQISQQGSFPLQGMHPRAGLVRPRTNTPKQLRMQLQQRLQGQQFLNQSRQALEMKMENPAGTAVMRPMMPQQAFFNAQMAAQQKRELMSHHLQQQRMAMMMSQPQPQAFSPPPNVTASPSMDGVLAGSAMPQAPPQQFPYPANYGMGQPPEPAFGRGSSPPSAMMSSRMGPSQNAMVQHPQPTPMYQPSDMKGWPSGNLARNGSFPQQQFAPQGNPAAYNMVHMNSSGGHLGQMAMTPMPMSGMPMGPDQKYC
# IDE inh: human IDE inhibitors in live cells, primary screen, fluorescence polarization, HEK cells, FAbetaB substrate; Insulin-degrading enzyme (Homo sapiens), P14735; FAbetaB cleavage; inhibition, % at 5.59 µM; 0.41% of 320,000 active; AID 434962, 2010;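 active means percent inhibition above the average of all tested compounds plus 3 SD, set per screening campaign, cut at about 16% in these data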;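 further: IDE supplied by intact live HEK cells; FP after avidin binding of uncleaved biotin substrate so inhibition keeps polarization high; 0% = DMSO wells and 100% = 60 µM reference IDE inhibitor Ii1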
# MEKK2wt PB1 HTS: modulators of MEK5 binding to wildtype MEKK2, primary screen, biochemical, multiplex bead flow cytometry, Alexa488-MEK5 | Mitogen-activated protein kinase kinase kinase 2 (Homo sapiens), Q9Y2U5 | Alexa488-MEK5 binding to MEKK2 WT; actives lie on both sides | binding response (% of control), % at 10 µM | 1.1% of 290,000 active | AID 1531, 2009; in the data active means binding response below about 67% or above about 130%
# PfM18AAP inh: PfM18AAP inhibitors, malaria aminopeptidase, primary screen, biochemical, QFRET, recombinant enzyme; H-Glu-NHMec fluorogenic cleavage; 1.2% of 290,000 active; inhibition, % at 7.35 µM; M18 aspartyl aminopeptidase (Plasmodium falciparum 3D7);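 active means inhibition above the campaign mean inhibition over all tested compounds plus 3 SD, cut at about 28% in these data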;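 further: 0% = plate median of test compound wells and 100% = 2 mM ZnCl2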
# IDE act: human IDE activators in live cells, primary screen, fluorescence polarization, HEK cells, FAbeta-B substrate; FAbeta-B cleavage; 0% vehicle, 100% cell-free pure enzyme wells; activation, % at 5.96 µM; 0.073% of 340,000 active; AID 493087, 2011;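 active means activation above the mean of all tested compounds plus 3 SD, set per screening campaign, cut at about 17% in these data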
# MEKK3 PB1 HTS: modulators of MEKK3-MEK5 PB1 binding, primary screen, biochemical, wildtype MEKK3, multiplex bead flow cytometry, Alexa488-MEK5. 1.4% of 290,000 active. AID 1529, 2009. binding response (% of control), % at 10 µM. bead-based flow cytometry, Alexa488-MEK5 binding to MEKK3; actives lie on both sides; 0 = blocked by unlabeled MEK5, 100 = vehicle;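 active means binding response more than 3 SD above or below the average of its plate-row segment, actives on both sides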;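 further: Alexa488 bead fluorescence after subtracting the streptavidin-only scavenger bead signal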
# NALP1 inh: NALP1 inflammasome inhibitors in reconstituted yeast, colorimetric, S. cerevisiae, triplicate retest; inhibition, % at 10 µM; 0.61% of 280,000 active; S. cerevisiae NALP1/ASC/caspase-1 growth, X-gal OD620, 72 h; in the data active means inhibition mostly above about 24%, no sharp cut-off; inactive means mostly below about 32%; further: some compounds called inactive have numbers as strong as hits
# * hit, by the source's call; · = not tested or not shown. A portion of the library; rates above refer to the full screens.
SMILES,MEKK2 mut-MEK5,UBC9 SUMO inh,p-CIP stab down,IDE inh,MEKK2wt PB1 HTS,PfM18AAP inh,IDE act,MEKK3 PB1 HTS,NALP1 inh
COc1ccccc1Nc1nc(-c2sc(NC(=O)C(C)(C)C)nc2C)cs1,10,19,-9,1,115,10,5,110,-19
COc1ccc(-n2c(=O)c3c4c(sc3n3c(=S)[nH]nc23)COC(C(C)C)C4)cc1 (stereo unspecified),6,11,-3,1,97,14,·,101,-9
Cc1nc2c3cc(F)ccc3n(Cc3ccc(F)cc3)c2s1,0,80,-2,1,111,3,2,144*,·
O=C(c1ccco1)N1CCN(c2ncccn2)CC1,11,8,-14,1,116,-9,-4,112,-30
COc1cc2c(cc1OC)C(c1cccs1)N(C(=O)c1ccncc1)CC2 (stereo unspecified),-1,-6,-10,-4,98,-3,2,96,9
CN(Cc1ccccc1)Cc1nc2c(c(=O)n(C)c(=O)n2C)n1Cc1ccccc1Cl,1,-11,-22,-3,107,1,-2,105,-3
O=C(Nc1cccc(C(=O)N2CCOCC2)c1)c1ncn[nH]1,10,18,-16,8,106,9,0,108,7
COc1cc(N2C(=O)CC3(CCCC3)CC2=O)cc(OC)c1OC,12,9,-10,3,109,1,-3,110,·
Cc1ccn2c(NC3CCCCC3)c(C(C)C)nc2c1,4,8,9,-2,111,-1,-5,104,4
COc1ccccc1Nc1nc2nonc2nc1N1CCCCC1C (stereo unspecified),-3,-13,-2,2,97,0,4,99,15
O=C(Cc1ccccc1)N1CCN=C1SCc1ccc([N+](=O)[O-])cc1,11,24,-16,1,111,20,0,99,28
CCCNC(=O)c1cccc(Br)c1,-8,13,-14,1,94,-9,4,95,6
CCNc1oc(-c2ccccc2F)nc1S(=O)(=O)c1ccccc1,8,14,-15,-1,112,-5,9,108,4
O=C1C2C3C=CC(C3)C2C(=O)N1Nc1c(Cl)cc(Cl)cc1Cl (stereo unspecified),-8,3,0,3,92,12,1,93,4
C=C1CCC[C@]2(C)C[C@H]3OC(=O)C(CNC(C)CC)[C@H]3CC12 (stereo partly specified),6,17,-19,-4,102,-6,6,104,18
COC(=O)c1c(NC(C)=O)sc(C(=O)Nc2ccccc2C)c1C,-7,16,1,-1,98,-6,-5,105,12
CC1CCCN(c2ccc(F)cc2N)C1 (stereo unspecified),-10,15,4,1,81,1,-2,96,7
CCOc1ccc(NC(=O)C2CCN(c3nnnn3-c3ccccc3)CC2)cc1,-2,-14,3,4,102,-3,1,107,5
CCCNC(=O)C(=O)c1cccn1-c1ccsc1C(=O)OC,4,19,-18,2,102,0,7,102,14
COc1cc(C(CC(=O)Nc2ccccn2)N2Cc3ccccc3C2=O)cc(OC)c1OC (stereo unspecified),8,0,-10,6,103,-8,1,107,3
CCSc1nnc(NC(=O)c2cc(OC)c(OC)c(OC)c2)s1,-2,3,8,-8,108,1,5,103,-10
COc1ccc(-n2c(=O)c3c4c(sc3n(Cc3cccc(F)c3)c2=O)CN(C(C)=O)CC4)c(OC)c1,-8,1,-6,0,96,4,·,106,12
NC(=O)[C@@H]1CCCNc2c(F)cc([N+](=O)[O-])cc2C(=O)N[C@@H](CO)C(=O)NCC(=O)N1,3,19,1,6,95,0,-3,100,30
Cc1ccc(-c2csc(NC(=O)c3cccc(S(=O)(=O)N4CCN(C)CC4)c3)n2)cc1,2,4,-23,-2,104,-1,9,95,-31
Cc1cc(C)nc(N/C(=N/S(=O)(=O)Cc2ccccc2)Nc2ccccc2)n1,0,-4,-3,-2,105,-2,6,100,20
CCC(C)c1ccc(C2C3=C(Nc4nc(N)[nH]c(=O)c42)c2ccccc2C3=O)cc1 (stereo unspecified),-6,14,5,1,94,0,13,97,5
COc1ccc(C(=O)Nc2nc(-c3cccs3)cs2)cc1,10,0,-2,5,103,-6,-5,104,·
C=CCn1cc(/C=C/c2cc[n+](C)cc2)c2ccccc21,0,18,-415,22*,108,5,-18,99,11
CC1CCN(C(=O)Cn2c(=O)oc3cc(S(=O)(=O)N4CCCCC4)ccc32)CC1,4,13,-14,2,102,-6,3,101,9
OCC1(Cc2ccccc2)CCN(Cc2ccc(C(F)(F)F)cc2)CC1,17,0,-9,6,117,1,-1,100,11
CCOC(=O)CSc1nc(C)c(Oc2ccc(Cl)cc2Cl)c(=O)[nH]1,15,18,-6,-2,112,2,-1,117,·
COc1cccc(CSc2nc3ccccc3cc2C=O)c1,-6,20,-9,-2,98,-10,-2,107,8
CCCCC(=O)Nc1ccc(C(=O)NNC(=O)c2ccc(C)c(Br)c2)cc1,10,28,-6,2,111,6,3,104,25
Cc1ccc(C)c(C(=O)CN2Cc3ccccc3C2=O)c1,5,13,-8,-1,100,1,4,105,·
Cc1c(NC(=S)NC(=O)c2cc3ccccc3o2)c(=O)n(-c2ccccc2)n1C,-2,15,-18,-1,94,-3,2,94,22
O=C(COC(=O)/C=C/c1ccccc1[N+](=O)[O-])NCC(F)(F)F,-4,10,6,-2,94,-6,4,99,14
CCCCNC(=O)c1cc(C)nc2ccccc12,0,10,-3,0,106,4,-2,103,-3
CCOC(=O)c1ccc(NS(=O)(=O)c2c(C)n(C)c(=O)n(C)c2=O)cc1,5,-14,-12,-4,99,-3,12,102,10
COc1ccc(OCc2cc(C(=O)N3CCN(CC(=O)N(C)C)CC3)no2)c(Cl)c1,-1,-5,0,13,98,16,-10,101,12
O=C(Nc1ccc(Cl)cc1Cl)c1cc2ccccc2o1,7,14,-9,2,109,0,-6,104,26
O=C(O)c1ccc(-n2cncn2)c([N+](=O)[O-])c1,-3,2,0,-1,95,-1,1,100,-1
COc1ccc(NC(=S)NC(=O)c2csnn2)cc1,1,10,-8,-2,98,9,-2,97,-4
Cc1ccc(NC(=O)c2cc(-c3ccccc3)n[nH]2)cc1,11,2,-15,·,107,0,1,103,12
O=C(NCc1ccncc1)c1ccccc1Nc1ccc(SC(F)F)cc1,4,0,-11,4,114,11,-16,104,12
O=C(CCl)NNc1cccc(Cl)n1,5,5,7,-1,102,15,-6,102,4
CC(=O)NC(Cc1cccc(F)c1)C(=O)NC1CCN(C(=O)c2cccc(C)c2)CC1 (stereo unspecified),-14,3,-2,-1,83,1,1,92,-4
Cc1ccc(S(=O)(=O)N2CCN(C(C)C(=O)N3CCCc4ccccc43)CC2)cc1 (stereo unspecified),2,17,12,5,101,-1,5,105,11
O=c1c(F)cn(C2CCCO2)c(=O)n1Cc1ccccc1F (stereo unspecified),0,14,2,-2,99,-6,-5,99,6
Cc1c(C(=O)N(C)C2CCCCC2)sc2ncnc(N3CCN(c4ccccc4F)CC3)c12,0,4,-8,-2,93,-9,-8,100,-12
Cc1cccc(Nc2nc3c(S(=O)(=O)c4ccccc4)nnn3c3ccccc23)c1,0,25,-1,8,102,-1,2,102,17
O=C(CC1Nc2c3ccccc3nc(=S)n2C1=O)NC1CCCCC1 (stereo unspecified),-6,0,-5,10,88,-12,·,99,2
Cc1onc(-c2ccccc2Cl)c1C(=O)N1CCCC1,0,3,0,2,98,3,0,96,-12
O=C(CN1CCC(O)(c2ccc3c(c2)OCO3)CC1)N1CCOCC1,-2,14,-2,-1,97,-5,-1,97,14
O=C(CSc1cccc(C(F)(F)F)c1)N1CCN(S(=O)(=O)c2ccccc2)CC1,-1,-2,0,-5,95,4,1,97,2
CS(=O)(=O)N(CC(=O)N1CCN(c2cccc(Cl)c2)CC1)C1CCCCC1,4,-14,-4,6,106,-6,2,106,3
Cc1ccccc1OCCn1cc(C(=O)O)c2ccccc21,-1,2,-10,3,98,-5,5,93,-3
O=S(=O)(c1cccc(-c2nc3ccccc3s2)c1)N1CCCC1,3,21,-6,-3,104,-2,5,100,12
Cc1nc(C)c(C(=O)N(c2ccc(F)cc2)C(C(=O)NCC2CCCO2)c2ccccc2)s1 (stereo unspecified),-5,-1,-5,-2,100,1,-4,100,7
CCCCCCCCNC(=O)c1cnsn1,-3,10,0,-3,87,3,7,89,44
O=c1[nH]c(COc2ccc(Cl)cc2Br)nc2ccccc12,6,12,-4,1,105,-8,2,108,15

# New compounds follow:
SMILES,MEKK2 mut-MEK5,UBC9 SUMO inh,p-CIP stab down,IDE inh,MEKK2wt PB1 HTS,PfM18AAP inh,IDE act,MEKK3 PB1 HTS,NALP1 inh
O=C(O)c1c(Cl)c(Cl)c(Cl)c(Cl)c1C(=O)N1CCCC1,1,17,-11,-3,107,3,1,106,14
Cc1ccc(OCC(=O)N/N=C/c2ccc([N+](=O)[O-])o2)cc1,-1,0,-9,-3,99,3,3,101,39
CCOC(=O)c1c(C)[nH]c(C(=O)OCc2ccccc2F)c1C,-2,-2,-7,4,100,2,2,102,18
Cc1nn(CCN)c(C)c1Cl,-8,18,-15,3,98,-1,3,109,6
COc1ccc(C(=O)NCc2nnc(SCC(=O)Nc3nc4ccc(C)cc4s3)o2)cc1OC,-1,2,6,0,96,4,4,94,15
COc1ccc(C(=O)C2CCCN(C(=O)c3cccs3)C2)cc1F (stereo unspecified),-4,0,-8,7,99,-2,3,109,8
COc1ccc(CNC(=O)c2nn(-c3ccccc3)cc2OC)cc1,5,9,-16,-6,101,4,1,100,15
CCCn1nnc(NC(=O)c2cccc(OCc3ccccc3)c2)n1,-2,15,-20,2,98,1,-3,94,-7
Cc1nnc(SCCn2c(N3CCC(C)CC3)nc3c2c(=O)n(C)c(=O)n3C)s1,0,·,·,-5,92,5,8,89,·
CCC(C)C(NC(=O)C1CCC(C)CC1)C(=O)NCCc1ccc(S(N)(=O)=O)cc1 (stereo unspecified),7,1,-9,0,105,0,0,102,-12
CCc1cc(C(=O)OC)c(NC(=O)CN2CCN(C(=O)C3CCCO3)CC2)s1 (stereo unspecified),8,18,-8,-4,110,-9,6,101,15
CCCN(c1ccc(C)cc1)c1nc(=O)c2cccnc2s1,-3,11,-5,5,93,-8,·,98,7
O=C1CC(N2CCN(C(c3ccccc3)c3ccccc3)CC2)C(=O)N1 (stereo unspecified),-9,-1,-13,-3,92,-35,1,97,6
Cc1nc2sc3c(c2c(=N)n1N)CCCC3,1,6,11,6,101,3,-3,99,-2
CCOc1cc(/C=C(\C#N)C(=O)Nc2ccc(S(N)(=O)=O)cc2)ccc1OCCN1CCOCC1,12,15,-28,-1,115,0,4,107,8
CC(Sc1nc2c(c(=O)n(C)c(=O)n2C)n1Cc1cc2c(cc1Cl)OCO2)C(=O)O (stereo unspecified),6,31,1,-1,101,-4,-7,105,17
Cc1ccc(NC(=O)c2cc(=O)c3ccccc3o2)cc1S(=O)(=O)N1CCOCC1,0,-9,0,11,102,0,5,105,-6

# An excerpt from above in order of count of non-hydrogen atoms, high to low:
SMILES,MEKK2 mut-MEK5,UBC9 SUMO inh,p-CIP stab down,IDE inh,MEKK2wt PB1 HTS,PfM18AAP inh,IDE act,MEKK3 PB1 HTS,NALP1 inh
CC(Sc1nc2c(c(=O)n(C)c(=O)n2C)n1Cc1cc2c(cc1Cl)OCO2)C(=O)O (stereo unspecified),6,31,1,-1,101,-4,-7,105,17
CCCN(c1ccc(C)cc1)c1nc(=O)c2cccnc2s1,-3,11,-5,5,93,-8,·,98,7
Cc1nc2sc3c(c2c(=N)n1N)CCCC3,1,6,11,6,101,3,-3,99,-2

# Screening results deposited in PubChem by several laboratories.
